From PubChem
LYPLA1 inh: LYPLA1 inhibitors, primary screen, counter-screen for PME1 inhibitor project, biochemical, fluorescence polarization, FP-Rh probe ABPP | recombinant LYPLA1 | inhibition, % at 5.9 µM | 320,000 compounds, 0.16% hits;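 active = inhibition above the mean of all tested compounds plus 3 SD, set per campaign, cut at about 14% in these data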;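 also: inhibitors block serine hydrolase probe labeling of LYPLA1 so polarization falls; 0% = enzyme with DMSO and 100% = wells lacking LYPLA1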
Target sequence (O75608 whole entry, looked up): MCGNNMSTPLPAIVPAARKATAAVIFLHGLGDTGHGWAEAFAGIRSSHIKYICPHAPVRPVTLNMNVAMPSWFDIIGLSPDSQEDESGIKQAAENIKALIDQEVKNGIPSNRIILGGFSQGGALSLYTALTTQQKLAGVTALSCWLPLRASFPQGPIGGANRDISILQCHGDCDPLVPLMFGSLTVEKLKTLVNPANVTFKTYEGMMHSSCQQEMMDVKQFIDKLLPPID
PAFAH1B3 inh: PAFAH1B3 enzyme inhibitors, primary screen, biochemical, fluorescence polarization, human; Platelet-activating factor acetylhydrolase IB subunit alpha1 (Homo sapiens), Q15102; recombinant PAFAH1B3, FP-rhodamine probe; inhibition, % at 3.39 µM; 340,000 compounds, 0.28% hits; AID 492972, 2010;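 active = inhibition above the screen-wide average of all tested compounds plus 3 SD, cut at about 25% in these data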;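 also: 0% = enzyme with DMSO only and 100% = wells lacking PAFAH1B3 protein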
Target sequence (Q15102 whole entry, looked up): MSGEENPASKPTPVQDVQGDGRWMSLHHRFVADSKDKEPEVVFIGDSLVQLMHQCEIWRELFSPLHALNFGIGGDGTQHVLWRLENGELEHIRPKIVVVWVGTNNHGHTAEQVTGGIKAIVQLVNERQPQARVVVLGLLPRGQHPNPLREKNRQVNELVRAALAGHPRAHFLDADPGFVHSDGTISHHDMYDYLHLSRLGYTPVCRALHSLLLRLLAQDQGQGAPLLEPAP
PAFAH2 FP inh: PAFAH2 enzyme inhibitors, primary screen, biochemical, fluorescence polarization, human | AID 492956, 2010 | recombinant PAFAH2, FP-rhodamine activity probe | inhibition, % at 3.39 µM | 340,000 compounds, 0.99% hits | Platelet-activating factor acetylhydrolase 2, cytoplasmic (Homo sapiens), Q99487;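 active = inhibition above the mean over all tested compounds plus 3 SD, cut at about 30% in these data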;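 also: inhibitors block probe labeling of enzyme so polarization drops; 0% = enzyme with DMSO and 100% = wells lacking PAFAH2 protein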
GSTO1 inh: inhibitors of recombinant GSTO1, primary screen, counter-screen for RBBP9 inhibitor project, biochemical, fluorescence polarization | Glutathione S-transferase omega-1 (Homo sapiens), P78417 | activity-based probe fluorescence polarization | inhibition, % at 5.96 µM | 300,000 compounds, 1.1% hits | AID 1974, 2009;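 active = inhibition above the campaign mean inhibition plus 3 SD, cut at about 35% in these data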;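 also: 0% = GSTO1-1 with DMSO and 100% = wells lacking GSTO1-1 enzyme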
Target sequence (P78417 whole entry, looked up): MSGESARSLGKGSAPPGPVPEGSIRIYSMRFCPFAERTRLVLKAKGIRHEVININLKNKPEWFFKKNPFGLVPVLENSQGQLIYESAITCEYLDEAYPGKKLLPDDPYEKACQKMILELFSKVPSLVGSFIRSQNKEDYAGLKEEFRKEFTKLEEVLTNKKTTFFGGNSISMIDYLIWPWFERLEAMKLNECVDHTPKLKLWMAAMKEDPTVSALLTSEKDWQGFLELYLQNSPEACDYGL
PAFAH1B2 FP inh: PAFAH1B2 enzyme inhibitors, primary screen, biochemical, fluorescence polarization, human; Platelet-activating factor acetylhydrolase IB subunit alpha2 (Homo sapiens), P68402; recombinant PAFAH1B2, FP-rhodamine activity probe; inhibition, % at 3.39 µM; 340,000 compounds, 1.2% hits; AID 492953, 2010;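 active = inhibition above the mean of all tested compounds plus 3 SD, cut at about 24% in these data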;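 also: 0% = enzyme with DMSO and 100% = wells lacking PAFAH1B2; many of its hits are not listed in these tables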
Target sequence (P68402 whole entry, looked up): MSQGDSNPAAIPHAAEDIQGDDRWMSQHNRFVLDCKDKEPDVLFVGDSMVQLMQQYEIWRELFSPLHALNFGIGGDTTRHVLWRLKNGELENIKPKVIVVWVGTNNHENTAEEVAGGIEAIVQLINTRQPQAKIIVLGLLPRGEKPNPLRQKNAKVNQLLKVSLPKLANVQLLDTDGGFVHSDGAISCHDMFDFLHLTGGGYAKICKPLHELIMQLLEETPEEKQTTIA
PAD4 FP inh: human PAD4 inhibitors, primary screen, biochemical, fluorescence polarization, 1536-well format | Protein-arginine deiminase type-4 (Homo sapiens), Q9UM07 | recombinant PAD4, RCA probe fluorescence polarization | inhibition, % at 6.36 µM | 330,000 compounds, 0.41% hits | AID 485272, 2010;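 active = percent inhibition above a cutoff equal to the mean of all tested compounds plus 3 SD, cut at about 15% in these data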;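 also: 0% = PAD4 with RCA probe and DMSO and 100% = probe without PAD4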
pPAFAH inh: pPAFAH enzyme inhibitors, primary screen, biochemical, fluorescence polarization, human; Platelet-activating factor acetylhydrolase (Homo sapiens), Q13093; recombinant pPAFAH, FP-rhodamine probe fluorescence polarization; inhibition, % at 3.39 µM; 330,000 compounds, 1.5% hits;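 active = inhibition above the mean inhibition across the screen plus 3 SD, cut at about 25% in these data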;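 also: inhibitors block binding of the rhodamine activity-based probe so polarization drops; 0% = enzyme with DMSO and 100% = wells lacking pPAFAH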
Fam108B counter: mouse Fam108B serine hydrolase inhibitors, primary screen, counter-screen for RBBP9 inhibitor project, biochemical, fluorescence polarization; AID 1947, 2009; recombinant Fam108B, FP-Rh probe fluorescence polarization; 300,000 compounds, 0.33% hits; inhibition, % at 9.51 µM;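 active = inhibition above the screen mean inhibition plus 3 SD, computed separately per campaign, cut at about 18% in these data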;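 also: inhibitors lower polarization as less probe binds the enzyme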
PME-1 primary: PME-1 inhibitors via competitive probe labeling, primary screen, biochemical, fluorescence polarization, FP-Rh probe, HTS; Protein phosphatase methylesterase 1 (Homo sapiens), Q9Y570; recombinant PME-1; inhibition, % at 5.9 µM; 320,000 compounds, 0.53% hits;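 active = inhibition above the campaign mean of all compounds plus 3 SD, cut at about 26% in these data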;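 also: competitive labeling of PME-1 active site by serine hydrolase directed probe; 0% = PME-1 with DMSO and 100% = wells lacking PME-1 enzyme; inhibitors block probe labeling so polarization falls and inhibition rises; many of its hits are not listed in these tables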
* = called active by the depositor; nt = no result given. Some of the compounds tested, so the mix of outcomes need not match the whole.

Values run as follows: LYPLA1 inh, PAFAH1B3 inh, PAFAH2 FP inh, GSTO1 inh, PAFAH1B2 FP inh, PAD4 FP inh, pPAFAH inh, Fam108B counter, PME-1 primary
CC1(C)OC(C(O)(c2ccccc2)c2ccccc2)[C@@H](C(O)(c2ccccc2)c2ccccc2)O1 (stereo partly drawn)
    1, 2, -4, 5, 1, 3, -1, -1, -2
CC(=O)Nc1cc2c3c(c1)CCN3C(=O)CC2
    4, 3, -6, 1, -4, 3, 2, 4, 0
CCCc1nc(SCC(=O)NCC2CCCO2)c2c(=O)n(C)c(=O)n(C)c2n1 (stereo not drawn)
    1, 4, 4, 0, -3, 1, 2, 2, 2
CC(C)NC(=O)c1onc(CSc2ccccc2F)c1C(=O)O
    3, 7, 17, -8, 1, -3, 4, -3, 4
Clc1cccc(Nc2nc(-c3ccncc3)cs2)c1
    8, 10, 1, 27, 1, 0, -4, 4, -5
CC1CCCCN1C(=O)C12CCC(C)(C(=O)C1)C2(C)C (stereo not drawn)
    -1, 16, 4, 1, 6, 5, 4, 5, -1
O=C(NC1=NCCS1)C1CC(=O)N(c2ccc(Cl)cc2)C1 (stereo not drawn)
    0, 6, 0, 5, 7, 3, -2, -1, 5
COc1ccc(CNC(=O)COC(=O)c2ccc(C(=O)c3ccccc3)cc2)cc1
    nt, 13, -1, nt, 5, 1, 31*, nt, nt
N#Cc1ccc(N/N=C/c2cn(-c3ccccc3)nc2-c2ccccc2)c([N+](=O)[O-])c1
    -4, 3, -7, 2, -4, -2, -1, 4, -3
C=CCNC(=O)C1CCN(S(=O)(=O)c2ccccc2)CC1
    0, 7, 4, -3, 6, -3, -5, -3, 10
COC(=O)C(O)(CC(=O)Nc1ccc(Cl)cc1F)C(F)(F)F (stereo not drawn)
    2, 0, 1, 7, 1, 3, 2, -1, -1
COC(=O)Cc1ccc(NC(=S)NCCSc2ccc(Cl)cc2)cc1
    -8, 4, -4, 3, 21, 5, 7, -3, 12
CC(C)OCCCn1c(-c2ccco2)nc2nc3ccccc3nc21
    -1, 4, -7, 7, 2, -11, 3, 2, -2
COc1cc(NC(=O)CSc2nnc3n2C(C)(C)Cc2ccccc2-3)cc(OC)c1
    -5, -1, 1, 7, 2, -1, -6, -4, -16
O=C(N/N=C/c1ccc([N+](=O)[O-])cc1)c1cccnc1
    -2, 5, -1, -1, 1, 2, -2, 1, -6
O=C(COC(=O)CC1SC(N2CCCC2)=NC1=O)Nc1c(F)c(F)c(F)c(F)c1F (stereo not drawn)
    -1, 1, 7, nt, 1, -2, 4, nt, 2
Cn1c(=O)n(Cc2ccccc2Cl)c(=O)c2c1[nH]c(=S)n2C
    1, 11, 1, 4, 2, 2, 0, -2, 2
Cn1c(SCC(=O)C(C)(C)C)nnc1-c1ccc(F)cc1
    3, 9, 3, -2, 1, 0, 6, 2, 1
CCOC(=O)Nc1ccc(NS(=O)(=O)c2ccc(C)cc2)cc1
    -2, 3, -2, 6, 16, -1, 19, 4, -3
Cc1cc(C(=O)N/N=C/c2c(C)nn(-c3ccccc3)c2Cl)n[nH]1
    2, nt, nt, -3, nt, -2, 1, -2, -4
O=C(CN1C(=O)c2ccc([N+](=O)[O-])cc2C1=O)NCc1ccco1
    -2, 0, -1, 8, 6, -1, 2, -5, -1
CCc1nc(SCC(=O)N2CC(=O)Nc3ccccc32)c2c(C)c(C)sc2n1
    4, 12, 4, -4, -7, -5, -3, 1, -3
NS(=O)(=O)c1ccc(CCNS(=O)(=O)c2cccs2)cc1
    4, 11, 4, 3, -1, -5, 2, 0, -2
COc1ccc(N2Nc3n[nH]c(N)c3N2)cc1
    1, 5, 0, -12, -1, -2, 8, -3, -4
C=CCNc1oc(C2CCCC2)nc1C#N
    4, 8, 0, nt, 7, 2, 2, nt, 10
CCOc1ccccc1NC(=O)C(Sc1nnc2ccccn12)c1ccccc1 (stereo not drawn)
    2, 0, -4, 0, 3, 3, -5, -6, -1
CCCCOc1cccc(-c2nnc(N)s2)c1
    -1, 8, 0, 5, -2, 2, 8, 3, 1
CCCN(CC(=O)Nc1ccc(F)c(F)c1F)C(=O)c1ccc(=O)n(Cc2ccccc2)n1
    -2, 0, 1, 2, 2, -4, 1, -2, 2
CCC1(c2ccccc2)NC(=O)N(CC(=O)Nc2ccc(S(=O)(=O)N3CC(C)CC(C)C3)cc2)C1=O (stereo not drawn)
    -44, -13, -24, -46, -6, -3, -2, -46, -72
Cc1ccc2nc(CSc3nc(C)cc(C)c3C#N)[nH]c2c1
    2, 4, -3, -3, 5, 1, 26*, 7, 10
CC(C)(C)c1ccc(-c2n[nH]c(=S)n2/N=C/c2ccncc2)cc1
    2, -4, 18, 6, 12, 2, 3, 0, 1
CCOC(=O)C1(Cc2cccc(OC)c2)CCN(Cc2cccc(OC)c2OC)CC1
    1, 6, 0, 5, 4, 0, 5, 1, -6
COc1c(N2CCN(C(=S)Nc3ccccc3F)C(C)C2)c(F)cc2c(=O)c(C(=O)O)cn(C3CC3)c12 (stereo not drawn)
    4, -1, -3, -1, 2, -4, 2, 1, -1
COc1cc(C(C2C(=O)CC(C)(C)CC2=O)C2C(=O)CC(C)(C)CC2=O)cc(OC)c1OC
    -3, 8, 3, 7, 5, 0, 4, 5, 4
CC(C)N(C1=N/C(=C\c2ccco2)C(=O)N1c1ccccc1)C(C)C
    -1, 5, 6, 8, 2, -5, 11, -1, -10
OCc1cc(-c2ccccn2)no1
    2, 10, 0, 4, 7, -3, -1, 9, -6
O=C(NCCS(=O)(=O)N1CCN(c2ccccc2F)CC1)c1ccc(Br)cc1
    4, 11, -4, 7, 2, 1, -1, -2, 7
Cc1c(C(=O)N2CCOCC2)sc(NC(=O)Cc2ccccc2)c1C#N
    3, 3, 3, 4, 1, -4, 1, -2, -3
CCOC(=O)c1cnc(-n2nc(C)cc2C)nc1N(CC)CC
    -2, 4, 8, 11, 5, 0, 0, -4, -13
COc1cc(/C=N/NC(=O)CCC(=O)Nc2ccc(C)cc2)ccc1O
    3, 11, -2, 3, 0, -4, 11, 1, -3
O=C(NCC1CCCO1)c1onc(CSc2cccc3ccccc23)c1C(=O)O (stereo not drawn)
    -2, 7, 0, -9, 18, -7, 0, 0, 5
CC(C)COC(=O)NCC12C=CC(O1)C1C(=O)N(c3ccc(Cl)cc3)C(=O)C12 (stereo not drawn)
    -3, 4, 1, -2, 12, 1, 1, -1, 3
Cc1nc2scc(C)n2c(=O)c1S(=O)(=O)NC(C)c1ccccc1 (stereo not drawn)
    0, 2, 5, 2, 4, 4, 6, 0, -1
O=C(CCC1CCCN(c2ncccn2)C1)NCc1ccc(F)c(F)c1 (stereo not drawn)
    -2, 2, -8, 3, -3, 5, -5, 5, 0
Cc1noc(C)c1CSc1ccc2ccccc2n1
    -1, 11, -1, -12, -2, -6, 5, 5, -2
O=C(CSc1ccc2ccccc2n1)c1ccc2c(c1)OCO2
    -5, -3, -8, -7, -3, 3, 0, -5, -3
Cc1nn(CC(=O)Nc2ccc(F)cc2)c(=O)c2ccccc12
    -7, 1, -3, -9, -1, -4, -10, 5, -4
COC(=O)c1cccc(NC(=O)Cc2nc(-c3ccccc3)sc2-c2ccc(C)cc2)c1
    -8, -13, -47, -8, -6, -1, -4, -9, -12
Cc1cccc(C(=O)N(Cc2nc3ccccc3c(=O)[nH]2)C2CCCCC2)c1
    -1, 3, 0, -8, 0, -3, 1, -1, -1
O=C(Cn1c(-c2ccccn2)nc2ccccc21)N/N=C/c1ccccn1
    1, 6, -1, 1, 3, 2, 0, 2, 5
CN(C)S(=O)(=O)N1CCN(S(=O)(=O)N(C)C)CC1
    1, 3, -8, -4, 8, -4, -5, 5, 0
O=C(COc1ccccc1Cc1ccccc1)Nc1cccc(S(=O)(=O)N2CCOCC2)c1
    -16, -7, -9, nt, -2, 1, 5, nt, -18
Cc1ccc(S(=O)(=O)N2c3ccccc3OCC2c2ccccc2)cc1 (stereo not drawn)
    -3, 2, 2, 1, -4, -1, 0, -2, -5
Cc1cc([N+](=O)[O-])ccc1NC(=O)C(C)N1CCN(c2ccccn2)CC1 (stereo not drawn)
    7, 9, 3, 8, 2, 2, 4, 0, 2
O=C(O)c1cccnc1Sc1ccc(Cl)cc1
    2, 3, 0, 8, 6, 5, 1, 0, 5
CCOc1ccc(-c2nnc(-c3ccc(OC)cc3)o2)cc1
    -1, 0, 1, -13, 3, 3, -5, -2, -13
Cc1ccc(NC(=O)C2CCN(S(=O)(=O)c3ccc4[nH]c(=O)ccc4c3)CC2)c(C)c1
    2, -1, 2, -3, 9, -3, 11, -1, 2
COc1ccc(NC2CCCN(C(=O)CCN3CCCO3)C2)cc1 (stereo not drawn)
    -2, 6, -5, 2, 1, 1, -2, 0, -3
COc1ccc(N2CCN(CC(=O)Nc3cc(C)cc(C)c3)CC2)cc1
    -1, 3, 7, 6, -1, -1, 0, -2, -1
Cn1c(-c2cc(Cl)ccc2O)nc2c1c(=O)[nH]c(=O)n2Cc1ccccc1
    -3, nt, nt, 1, nt, -3, 4, -5, 11
O=C1CCCC2=C1C(c1ccncc1)c1c(nc(SCc3ccccc3Cl)[nH]c1=O)N2 (stereo not drawn)
    -1, 2, 20, -16, 6, -7, 1, -4, 4
Cc1ccc(C)c2nc(SCC(=O)NCc3cccs3)c(C#N)cc12
    -1, -4, -5, -1, -2, -6, 3, 3, -1
